pPAFAH inh = pPAFAH (human) enzyme inhibition; inhibition, % at 3.39 µM; recombinant pPAFAH, FP-rhodamine probe fluorescence polarization; Q13093; 330,000 tested, 1.5% active; AID 463082;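 active means inhibition above the mean inhibition across the screen plus 3 SD, cut at about 25% in these data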;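 further: inhibitors block binding of the rhodamine activity-based probe so polarization drops; 0% = enzyme with DMSO and 100% = wells lacking pPAFAH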
PAFAH1B2 FP inh = PAFAH1B2 (human) inhibition. P68402. recombinant PAFAH1B2, FP-rhodamine activity probe, fluorescence polarization. inhibition, % at 3.39 µM. 340,000 tested, 1.2% active;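 active means inhibition above the mean of all tested compounds plus 3 SD, cut at about 24% in these data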;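 further: 0% = enzyme with DMSO and 100% = wells lacking PAFAH1B2; many of its hits are not listed in these tables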
LYPLA2 inh = blocks human lysophospholipase 2, a PME1 counter-screen | O95372 | recombinant LYPLA2, FP-Rh probe fluorescence polarization | inhibition, % at 5.9 µM | 320,000 tested, 0.38% active;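 active means inhibition above the screen-wide mean plus 3 SD, limit set per campaign, cut at about 26% in these data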;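 further: 0% = LYPLA2 with DMSO and 100% = wells lacking LYPLA2 enzyme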
PREPL inh = inhibits the human prolyl oligopeptidase-like enzyme | recombinant PREPL, fluorescence polarization activity-based probe | inhibition, % at 5.96 µM | 320,000 tested, 0.68% active | AID 2751; in the data active means inhibition above about 43%;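 further: 0% = enzyme with DMSO and 100% = wells lacking enzyme; many of its hits are not listed in these tables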
Target sequence (Q4J6C6 whole entry, looked up): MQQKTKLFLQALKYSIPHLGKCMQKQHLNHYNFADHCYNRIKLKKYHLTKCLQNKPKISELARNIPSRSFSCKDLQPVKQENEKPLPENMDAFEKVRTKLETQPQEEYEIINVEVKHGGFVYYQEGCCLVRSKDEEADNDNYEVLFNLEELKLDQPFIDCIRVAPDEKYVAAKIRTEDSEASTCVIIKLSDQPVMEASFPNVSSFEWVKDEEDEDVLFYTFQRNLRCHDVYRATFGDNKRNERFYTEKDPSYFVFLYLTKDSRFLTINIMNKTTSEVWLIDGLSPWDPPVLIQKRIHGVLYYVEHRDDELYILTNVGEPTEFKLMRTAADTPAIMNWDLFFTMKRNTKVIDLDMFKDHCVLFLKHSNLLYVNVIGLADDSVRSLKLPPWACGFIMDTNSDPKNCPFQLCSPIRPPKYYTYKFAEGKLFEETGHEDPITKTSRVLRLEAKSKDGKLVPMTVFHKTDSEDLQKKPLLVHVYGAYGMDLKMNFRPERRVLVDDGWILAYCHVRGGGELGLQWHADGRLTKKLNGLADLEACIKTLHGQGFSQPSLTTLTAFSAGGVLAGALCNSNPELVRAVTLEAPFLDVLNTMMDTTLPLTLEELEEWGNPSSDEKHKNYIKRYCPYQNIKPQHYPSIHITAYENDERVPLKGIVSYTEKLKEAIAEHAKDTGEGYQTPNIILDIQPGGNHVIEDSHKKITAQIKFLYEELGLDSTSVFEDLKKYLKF
PAFAH2 FP inh = inhibitors of human PAFAH2; Q99487; inhibition, % at 3.39 µM; 340,000 tested, 0.99% active; AID 492956; recombinant PAFAH2, FP-rhodamine activity probe, fluorescence polarization;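 active means inhibition above the mean over all tested compounds plus 3 SD, cut at about 30% in these data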;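 further: inhibitors block probe labeling of enzyme so polarization drops; 0% = enzyme with DMSO and 100% = wells lacking PAFAH2 protein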
PAFAH1B3 FP inh = blocks human PAF acetylhydrolase 1B catalytic subunit 3; inhibition, % at 3.39 µM; recombinant PAFAH1B3, FP-rhodamine probe, fluorescence polarization; Q15102; 340,000 tested, 0.28% active;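 active means inhibition above the screen-wide average of all tested compounds plus 3 SD, cut at about 25% in these data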;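 further: 0% = enzyme with DMSO only and 100% = wells lacking PAFAH1B3 protein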
PAD4 inh = PAD4 (human) enzyme inhibition; Q9UM07; recombinant PAD4, RCA probe fluorescence polarization; inhibition, % at 6.36 µM; 330,000 tested, 0.41% active;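 active means percent inhibition above a cutoff equal to the mean of all tested compounds plus 3 SD, cut at about 15% in these data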;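 further: 0% = PAD4 with RCA probe and DMSO and 100% = probe without PAD4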
LYPLA1 inh = LYPLA1 (human) inhibition in PME1 counter-screen; recombinant LYPLA1, FP-Rh probe fluorescence polarization; inhibition, % at 5.9 µM; 320,000 tested, 0.16% active; AID 2174;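 active means inhibition above the mean of all tested compounds plus 3 SD, set per campaign, cut at about 14% in these data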;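 further: inhibitors block serine hydrolase probe labeling of LYPLA1 so polarization falls; 0% = enzyme with DMSO and 100% = wells lacking LYPLA1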
Target sequence (O75608 whole entry, looked up): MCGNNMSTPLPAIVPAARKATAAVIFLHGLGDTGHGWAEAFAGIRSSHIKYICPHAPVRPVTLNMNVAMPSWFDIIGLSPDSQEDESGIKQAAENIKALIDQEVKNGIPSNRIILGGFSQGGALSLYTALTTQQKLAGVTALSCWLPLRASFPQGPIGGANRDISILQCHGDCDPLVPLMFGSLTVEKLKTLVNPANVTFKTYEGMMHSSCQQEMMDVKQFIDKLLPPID
GSTO1 counter = blocks human GSTO1 in RBBP9 counter-screen | inhibition, % at 5.96 µM | recombinant GSTO1, activity-based probe fluorescence polarization | P78417 | 300,000 tested, 1.1% active;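 active means inhibition above the campaign mean inhibition plus 3 SD, cut at about 35% in these data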;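 further: 0% = GSTO1-1 with DMSO and 100% = wells lacking GSTO1-1 enzyme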
Active calls of the source: *; x = not tested or not shown.

SMILES | pPAFAH inh | PAFAH1B2 FP inh | LYPLA2 inh | PREPL inh | PAFAH2 FP inh | PAFAH1B3 FP inh | PAD4 inh | LYPLA1 inh | GSTO1 counter
CC(C)Cn1c(N)c(C(=O)CSc2nnnn2C)c(=O)n(C)c1=O | 5 | 6 | 3 | 3 | -2 | 7 | 3 | 2 | 2
Cc1cc2cc(CCNS(=O)(=O)c3ccc(F)cc3)c(=O)[nH]c2cc1C | 9 | 13 | -1 | 5 | 3 | 4 | 0 | -3 | -1
O=C(NCC(c1ccco1)N1CCN(c2ccccc2)CC1)c1ccc2c(c1)OCO2 (stereo unspecified) | 2 | 1 | 12 | -23 | 0 | 2 | -3 | 5 | 4
CC(CCc1ccccc1)NC(=O)C(=O)NCCO (stereo unspecified) | 5 | 3 | -1 | 2 | 8 | 6 | 0 | -2 | -7
N[C@@H](Cc1ccc(O)c(I)c1)C(=O)O | -2 | x | 3 | 9 | x | x | -5 | -1 | 2
O=C(CSc1nc(=O)n(CCCN2CCOCC2)c2c1CCCC2)Nc1cccc([N+](=O)[O-])c1 | 7 | 2 | -7 | 11 | 1 | 10 | 2 | -3 | -8
O=[N+]([O-])c1cccc(-c2nnc(CNC3CC3)o2)c1 | 8 | 2 | 4 | 1 | -4 | 0 | 3 | 4 | 5
O=C(Nc1ccc(C(=O)O)cc1)/C(=C\C=C\c1ccccc1)NC(=O)c1ccccc1Cl | 7 | 3 | 2 | 5 | 10 | 0 | -6 | -6 | -8
COc1ccc(/C=C2/N=C(SCC(=O)Nc3cc(C)on3)N(c3ccccc3)C2=O)cc1 | 3 | -1 | -8 | -3 | -7 | -4 | 3 | -4 | 6
Cc1cc([N+](=O)[O-])nn1CC(=O)N(C)C1CCCCC1 | -3 | 6 | 6 | 4 | -3 | 4 | 4 | -3 | 3
CN1CCN(/C=N/c2c(C#N)cnn2C)CC1 | 3 | 0 | 3 | 5 | 0 | -2 | 0 | 1 | -12
O=C(CCN1C(=O)c2cccc3cccc(c23)C1=O)Nc1ccccc1 | -1 | -2 | -10 | 17 | -6 | -5 | 2 | -5 | 4
CC(=Nc1ccc(O)cc1)c1sc2ccccc2c1O | 19 | 0 | 5 | 20 | 2 | -1 | -6 | 3 | 31
COC(=O)[C@]1(CC(C)C)N[C@H](c2ccc(-c3ccc(F)cc3)c(OC)c2)[C@@H]2C(=O)N(C)C(=O)[C@@H]21 | -4 | 6 | 3 | 9 | -1 | 6 | 0 | -5 | 0
COc1cc2c(cc1NC(=S)Nc1cccc3ccccc13)oc1ccccc12 | 6 | -2 | 6 | 37 | -24 | 3 | -3 | -3 | 4
CC(C)CCNC(=O)c1ccc2c(SCC(=O)O)c3c(nc2c1)CCCC3 | 6 | 1 | -1 | 4 | -7 | -5 | -3 | -1 | -13
S=C(NCc1ccncc1)Nc1ccc(Cl)cc1Cl | -4 | 1 | 0 | -10 | 4 | 1 | 0 | 1 | 0
O=C(NN1C(=O)C2C3CCC(O3)C2C1=O)c1ccc(Br)o1 (stereo unspecified) | -1 | -4 | 1 | -8 | -8 | 9 | 2 | -4 | -6
O=C(O)C1C2C=CC3(CN(Cc4ccccn4)C(=O)C13)O2 (stereo unspecified) | 0 | 0 | 1 | 16 | 1 | 9 | 3 | 0 | 2
O=C(COC(=O)c1cc(Cl)ccc1O)NNC(=O)c1ccccc1F | 1 | 3 | x | 22 | 6 | 15 | -4 | x | x
O=C(Nc1ccc(Cl)cc1)c1cc2nc(-c3ccco3)cc(C(F)(F)F)n2n1 | 3 | -2 | 5 | 12 | 1 | 7 | -3 | 0 | 6
O=S(=O)(O)c1cccc(N=Nc2c(O)ccc3ccccc23)c1 | 16 | 7 | -12 | 2 | -5 | -5 | -20 | 9 | 0
Cc1ccc(C(C(=O)NCc2ccc(F)cc2)N(C(=O)c2csnn2)C2CC2)o1 (stereo unspecified) | 4 | 7 | 5 | 4 | 3 | 2 | 0 | -3 | -1
CNC(=O)CSc1nc2nc(C)cc(C)n2n1 | 2 | 5 | 4 | 1 | -4 | 4 | -1 | 5 | 4
O=S(=O)(c1cccc2nsnc12)N1CCc2ccccc2C1 | 0 | 0 | -1 | 5 | 8 | -2 | 1 | 0 | 4
O=C1NC(=S)S/C1=C\c1ccc(SCc2ccccc2)o1 | 40* | 71* | 1 | 21 | 21 | 9 | -13 | -4 | 19
C[C@@H]1NC(=O)[C@H](CCC(N)=O)NC(=O)c2cc([N+](=O)[O-])cc(I)c2NCC[C@@H](C(N)=O)NC1=O | 5 | x | 8 | -5 | x | x | 1 | -1 | 6
Cc1cc(C)c(NC(=O)CSc2nnc(-c3ccncc3)n2Cc2ccco2)c(Cl)c1 | 6 | 2 | -2 | 21 | 4 | 1 | -4 | 1 | -4
O=C(O)CCSCC(=O)Nc1c(C(=O)C2CC2)oc2ccccc12 | 5 | 9 | 1 | 1 | 4 | 12 | -5 | 1 | -8
CCCCNCCCOc1cccc(Cl)c1 | 4 | -1 | -10 | -4 | -5 | 0 | -1 | -4 | -3
COc1ccc(C(=O)CCC(=O)O)cc1 | 8 | -2 | 1 | -6 | -6 | 4 | -5 | -1 | 0
CC(=O)N1CCN(S(=O)(=O)c2cccc(C(=O)N(Cc3ccccc3)c3cccc(C)c3)c2)CC1 | 3 | 5 | -4 | 7 | -5 | 10 | 0 | -3 | -1
O=C(c1sc2ccccc2c1Cl)N1CCN(c2ncccn2)CC1 | 15 | 1 | 11 | -4 | 7 | 5 | 2 | 5 | -1
CCOC(=O)c1cccc(NC(=O)CCn2c(=O)oc3ccccc32)c1 | 6 | 2 | 1 | -15 | -3 | 8 | -1 | -2 | 0
CCOC(=O)c1c(C)[nH]c(C(=O)OCCOc2ccc(Cl)cc2)c1C | -3 | 4 | -4 | -14 | -7 | 4 | 2 | -2 | 0
O=C(COC(=O)c1ccccn1)NC(=O)c1ccccc1 | -3 | 2 | 5 | 17 | 0 | 2 | 3 | -1 | x
Cc1nc2ccc(OC(=O)c3ccccc3)cc2s1 | 9 | 3 | 13 | 10 | 17 | 0 | 0 | -1 | 5
COc1cc2[nH]c(C(=O)Nc3ccc(F)cc3)cc2c(OC)c1OC | 0 | 0 | -7 | 11 | 7 | -4 | -5 | -5 | -3
CCOc1ccccc1NC(=O)Cn1c(=O)c2ccccc2n(CC)c1=O | -1 | 3 | 10 | 3 | 1 | 4 | -3 | 3 | 6
C=CCn1cnc2c(nnn2-c2ccc(OC)c(OC)c2)c1=O | 6 | 2 | 14 | 3 | 3 | 3 | -4 | -2 | 4
CC(C)=CC(=O)N1CCCC(N2CCN(c3ccc(F)cc3)CC2)C1 (stereo unspecified) | -3 | -1 | -4 | 1 | 4 | 6 | 1 | -3 | 10
CCn1c(CC(=O)Nc2ccc(Cl)c(Cl)c2)nnc1SCc1ccc(Cl)cc1 | -5 | -4 | -7 | 9 | 11 | 3 | -5 | 1 | 6
COc1cc2c(cc1OC)C1C/C(=N\O)C(CC(C)C)CN1CC2 (stereo unspecified) | -1 | 5 | -3 | 21 | -4 | 2 | 2 | 0 | 9
CC1CC(C)CN(S(=O)(=O)c2ccc3c(c2)n(C)c(=O)c(=O)n3C)C1 (stereo unspecified) | 0 | 6 | 5 | 2 | 0 | 7 | -8 | 4 | -6
Cc1ccc2c(CNCc3ccccc3)cc(=O)oc2c1 | 6 | 8 | 2 | 6 | 0 | 3 | 1 | 0 | 8
Cc1ccc(C(=O)COC(=O)c2cc(Cl)ccc2O)cc1[N+](=O)[O-] | 3 | 4 | 5 | 13 | 6 | -14 | -4 | -5 | 4
COc1ccc(COCC(O)CN2CCC(CN3C(=O)c4cccc5cccc(c45)C3=O)CC2)cc1OC (stereo unspecified) | 5 | 4 | 5 | 24 | 8 | 8 | -4 | 3 | -2
Cc1sc(NC(=O)c2ccccc2)c(C(=O)N2CCN(C)CC2)c1C | 2 | 2 | -5 | 3 | 2 | -2 | -3 | -2 | 7
CC(=O)Nc1ccc(S(=O)(=O)Nc2cc(C)ccn2)cc1 | 1 | 12 | -2 | 0 | 2 | 1 | -3 | 2 | 3
O=C(COC(=O)c1ccccc1Cl)Nc1cccnc1Cl | 0 | -1 | 2 | 12 | 8 | 6 | 4 | -3 | x

The closing two entries of the section before open the next one:
SMILES | pPAFAH inh | PAFAH1B2 FP inh | LYPLA2 inh | PREPL inh | PAFAH2 FP inh | PAFAH1B3 FP inh | PAD4 inh | LYPLA1 inh | GSTO1 counter
CC(=O)Nc1ccc(S(=O)(=O)Nc2cc(C)ccn2)cc1 | 1 | 12 | -2 | 0 | 2 | 1 | -3 | 2 | 3
O=C(COC(=O)c1ccccc1Cl)Nc1cccnc1Cl | 0 | -1 | 2 | 12 | 8 | 6 | 4 | -3 | x
CC(C)(C)N1CC2(c3ccccc3)CN(C(C)(C)C)CC(c3ccccc3)(C1)C2=O | 2 | 4 | 1 | -1 | 3 | 9 | 1 | 2 | 4
CN(C)CCP(=O)(c1ccccc1)c1ccccc1 | 0 | 1 | 3 | 7 | -1 | 7 | -4 | -3 | -2
CN(C)C(=S)NC1CCS(=O)(=O)C1 (stereo unspecified) | -1 | 6 | -3 | 2 | 9 | 8 | -1 | -1 | -2
CSCCC(NC(=O)/C(=C/c1ccc2c(c1)OCO2)NC(=O)c1cccc([N+](=O)[O-])c1)C(=O)O (stereo unspecified) | 0 | -3 | 1 | 10 | 2 | 8 | -1 | 1 | 0
COc1ccccc1N1CCN(S(=O)(=O)CCNC(=O)CCCc2ccccc2)CC1 | 3 | 7 | -1 | 5 | 6 | 3 | 0 | 3 | -1
CCOC(=O)N1CCC(N2CCCC(CO)(Cc3cccc(OC)c3)C2)CC1 (stereo unspecified) | -1 | 0 | 1 | 7 | 3 | -2 | 0 | -4 | 1
Cn1nnc(NC(=O)c2ccc3ccccc3c2)n1 | 4 | -1 | 4 | -11 | 3 | 4 | -1 | -1 | 7
O=C(COc1ccccc1Cl)NCCCNC(=O)c1cnccn1 | -6 | -2 | -1 | 6 | -4 | 4 | 0 | 1 | -2
CCNC(=O)NC(=O)C(C)SCc1ccccc1C (stereo unspecified) | 8 | -1 | 14 | -1 | 3 | 11 | -1 | 1 | -3
Cn1c(NN)nc2ccccc2c1=O | 4 | 0 | 7 | 45* | -1 | -4 | -4 | 1 | 18
CCOc1ccc(-c2nc(CSc3nnc(C)s3)cs2)cc1OC | 3 | 0 | 3 | -6 | 3 | 8 | -1 | 1 | -6
Cc1ccc(-c2nc(SC(C)C(=O)N3CCCC3)n[nH]2)cc1 (stereo unspecified) | 2 | 2 | 6 | 11 | 3 | 5 | 3 | 4 | 5
COc1ccc(Nc2nc(-c3ccccc3O)nc3ccccc23)cc1 | -2 | -2 | -4 | 11 | -17 | 16 | -2 | -17 | -10
Cc1cc(C)cc(NS(=O)(=O)c2ccc(Oc3ncc(C(F)(F)F)cc3Cl)cc2)c1 | -13 | -15 | -69 | -12 | -47 | -24 | 2 | -26 | -10
COc1ccccc1NC(=O)NCC(=O)Nc1ccc(F)c(F)c1 | 5 | 0 | 10 | 2 | -1 | 8 | 0 | 4 | -1
O=C(c1csc2ccccc12)N1CCN(c2ccc(Cl)c(Cl)c2)CC1 | -1 | 4 | 4 | 2 | -9 | 2 | 3 | -3 | -9
CCCCn1c(N)c(N(CCOC)C(=O)c2cccc(N3C(=O)c4ccccc4C3=O)c2)c(=O)[nH]c1=O | 6 | -3 | 5 | -1 | 45* | 3 | -3 | 2 | 0
Cc1occc1C(=O)N1CCN(c2ccc([N+](=O)[O-])cc2)CC1 | 8 | 4 | 8 | 25 | 3 | 0 | -2 | 5 | 0

Screens from PubChem.

Not all compounds are listed; rates above refer to the full screens.
